# FXN GAA850 act: FXN promoter activators, primary screen, cell-based, luciferase luminescence, HEK293 lucGAA850; HEK293 lucGAA850 FXN promoter luciferase reporter, 24 h; percent of 10 µM SAHA response; hit rate 0.56% among 360,000; activation, % at 6 µM; AID 540364, 2011;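 active = activation above the average of all compounds screened plus 3 SD, cutoff fixed separately per campaign, cut at about 7.5% in these data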;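 also: 0% = DMSO wells and 100% = 10 µM SAHA wells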
# hcDAF12 agonist: H. contortus DAF-12 nuclear receptor activators, primary screen, cell-based, luminescence, HEK293, lit1-tk-luc reporter. HEK293 hcDAF-12 lit1-tk-luc reporter; 0% DMSO, 100% Δ7-dafachronic acid. activation, % at 6.8 µM. hit rate 1.4% among 370,000;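 active = activation above the mean of all tested compounds plus 3 SD, cut at about 5.5% in these data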;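 also: 100% = response to 3 µM Δ7-dafachronic acid high control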
# ssDAF-12 act: S. stercoralis DAF-12 nuclear receptor activators, primary screen, cell-based, luminescence, HEK293, GRIP1 co-expression, lit1-tk-luc; HEK293 ssDAF-12/GRIP1 lit1-tk-luc reporter; % of 3 µM dafachronic acid response; activation, % at 6.8 µM; hit rate 1% among 370,000;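 active = activation above the mean over all tested compounds plus 3 SD, cut at about 0.9% in these data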;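 also: 0% = DMSO-only wells and 100% = 3 µM delta7-dafachronic acid wells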
# DAX1 inh-1: DAX1 (NR0B1) inhibitors, primary screen, cell-based, HEK293, Gal4-DAX1, luciferase luminescence; HEK293 Gal4-DAX1 luciferase reporter; Nuclear receptor subfamily 0 group B member 1 (Homo sapiens), P51843; inhibition, % at 6.75 µM; AID 504766, 2011; hit rate 0.99% among 340,000;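 active = inhibition above the mean over all tested compounds plus 3 SD, cut at about 4.2% in these data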;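 also: 0% = DAX1-transfected cells with DMSO and 100% = empty-vector control cells with DMSO; inhibition shows as a rise in luminescence from relieved DAX1 repression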
# Target sequence (P51843 207-470 limits assumed): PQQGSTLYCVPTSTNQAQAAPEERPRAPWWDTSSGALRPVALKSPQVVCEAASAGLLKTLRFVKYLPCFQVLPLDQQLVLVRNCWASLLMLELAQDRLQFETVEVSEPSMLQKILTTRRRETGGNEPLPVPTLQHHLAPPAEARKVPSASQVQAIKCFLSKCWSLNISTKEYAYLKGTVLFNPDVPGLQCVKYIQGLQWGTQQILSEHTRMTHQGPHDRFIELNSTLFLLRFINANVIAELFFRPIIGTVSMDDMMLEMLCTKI
# hgDAF12 agonist: H. glycines DAF-12 receptor agonists, primary screen, cell-based, luminescence, HEK293, GAL4 fusion, UAS-luciferase | Nuclear hormone receptor DAF-12 (Heterodera glycines), GAL4 fusion | HEK293 GAL4-hgDAF12 UAS-luciferase reporter, agonist luminescence; normalized to butyrate control | activation, % at 6.8 µM | hit rate 1.8% among 370,000 | AID 687014, 2013;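 active = activation above a cutoff set at the mean of all screened compounds plus 3 SD, cut at about 10% in these data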;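 also: 0% = DMSO wells and 100% = sodium butyrate wells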
# DAX1 inh-2: DAX1 (NR0B1) inhibitors on StAR promoter, primary screen, cell-based, luminescence, SF-1 (NR5A1), full-length DAX-1. AID 652010, 2013. hit rate 1.1% among 370,000. inhibition, % at 6.8 µM. HEK293T StAR-luciferase reporter, SF-1/DAX-1 repression relief;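 active = inhibition above the mean over all tested compounds plus 3 SD, cut at about 3.6% in these data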;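 also: 0% = DAX-1 cells with DMSO and 100% = cells lacking DAX-1 with DMSO; higher inhibition means more luminescence from relief of DAX-1 repression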
# HGIII-sPLA2 inh: human group III sPLA2 inhibitors, primary screen, biochemical, QFRET, BODIPY PC-A2 liposome substrate. Group 3 secretory phospholipase A2 (Homo sapiens), Q9NZ20. QFRET BODIPY PC-A2 liposome hydrolysis, fluorescence. inhibition, % at 12.2 µM. hit rate 0.56% among 370,000;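 active = inhibition above mean plus 3 SD of compounds lying within the high and low control bounds, cut at about 19% in these data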;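 also: 0% = median of test compound wells and 100% = no enzyme DMSO wells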
# Target sequence (Q9NZ20 whole entry, looked up): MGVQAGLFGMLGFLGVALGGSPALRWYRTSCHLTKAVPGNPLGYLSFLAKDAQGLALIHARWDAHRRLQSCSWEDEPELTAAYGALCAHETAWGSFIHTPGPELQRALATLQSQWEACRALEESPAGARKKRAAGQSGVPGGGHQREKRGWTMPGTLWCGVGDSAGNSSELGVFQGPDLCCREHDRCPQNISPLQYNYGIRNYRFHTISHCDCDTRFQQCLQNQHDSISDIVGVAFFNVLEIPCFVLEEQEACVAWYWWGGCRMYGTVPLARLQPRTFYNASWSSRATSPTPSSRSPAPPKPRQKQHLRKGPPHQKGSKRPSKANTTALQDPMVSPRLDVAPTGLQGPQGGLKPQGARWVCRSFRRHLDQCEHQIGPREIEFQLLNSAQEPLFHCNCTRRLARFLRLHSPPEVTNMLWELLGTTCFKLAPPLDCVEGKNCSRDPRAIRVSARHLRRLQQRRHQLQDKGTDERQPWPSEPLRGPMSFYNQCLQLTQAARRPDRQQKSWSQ
# PG9 binder: binders of HIV-1 gp120 antibody PG9, primary screen, biochemical, TR-FRET | TR-FRET gp120-PG9 antibody binding | HIV-1 gp120 / PG9 antibody interaction | hit rate 0.43% among 360,000 | inhibition, % at 6.7 µM; in the data active = inhibition above about 8.5%
# PLC-beta3 inh: human PLC-beta3 inhibitors, primary screen, biochemical, fluorescence; 1-phosphatidylinositol 4,5-bisphosphate phosphodiesterase beta-3 (Homo sapiens), Q01970; hit rate 0.18% among 370,000; Purified PLC-beta3, fluorogenic substrate; inhibition, % at 12.2 µM; in the data active = inhibition above about 11%;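 also: 0% = median of compound wells on plate and 100% = full blocker control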
# Rev-erbA mod: modulators of Rev-erb alpha DNA binding, primary screen, biochemical, FITC-DNA, fluorescence polarization, uHTS | Nuclear receptor subfamily 1 group D member 1 (Homo sapiens), P20393 | Rev-erbα–FITC-DNA binding, 90 min | activity, % at 10 µM | hit rate 0.79% among 370,000;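 active = activity above about 14%, limit read from the data; passing the limit was not always enough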;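 also: 0% = DMSO wells with 35 nM protein and 100% = DMSO wells with 750 nM protein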
# SMARCA2 act: SMARCA2 (BRM) function activators, primary screen, cell-based, luminescence, high throughput; MG213 cells, MMTV-luciferase reporter, dexamethasone, overnight; activation, % at 9.1 µM; hit rate 1% among 370,000; AID 652017, 2013; in the data active = activation above about 7.8%;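 also: 0% = vehicle wells and 100% = reference activator wells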
# * marks the source's active call; other numbers are inactive results; i = inactive; / = no result given; & = joins results of further samples. An excerpt; rates above refer to the full screens.
SMILES,FXN GAA850 act,hcDAF12 agonist,ssDAF-12 act,DAX1 inh-1,hgDAF12 agonist,DAX1 inh-2,HGIII-sPLA2 inh,PG9 binder,PLC-beta3 inh,Rev-erbA mod,SMARCA2 act
COc1cc(C(=O)OC2C[C@H]3CC[C@@H](C2)N3C)ccc1O (some centres not stated),0.6,-1.2,-0.2,1.2,3.0,0.3,4,1.7,-10,1,-1
O=C(C(=O)N1CCOCC1)c1cn(Cc2ccccc2Cl)c2ccccc12,1.5,0.0,-1.4,0.5,-5.3,-0.5,-1,0.4,-7,6,-4
CC(=NCCC1=CCCCC1)c1c(O)n(-c2ccccc2)c(=O)[nH]c1=O,0.6,-1.9,-1.3,/,-2.5,-0.5,9,1.7,-8,1,0
CCOP(=O)(OCC)C(O)c1ccc(OC)c(OC)c1 (configuration not stated),1.6,0.0,-1.0,-0.7,0.2,0.2,5,-1.5,3,-2,0
CC(=O)CC(=O)C1C(=O)N(C)C(=O)N(C)C1=O,1.3,1.8,-1.2,-0.6,-0.5,1.4,10,-1.5,3,3,-5
O=C(CCCc1ccccc1)NCCc1cnc[nH]1,2.6,1.5,-0.8,1.0,-0.9,-0.1,0,0.5,4,3,1
CC1([N+](=O)[O-])COP(=O)(Nc2ccc(Cl)cc2)OC1 (configuration not stated),0.3,-0.6,-0.8,0.6,-1.7,-0.7,11,0.4,-1,-2,2
c1ccc(CC(NCc2ccco2)c2ccccc2)cc1 (configuration not stated),2.2,-1.4,-0.8,-0.5,0.3,-0.2,0,-0.2,-1,-2,2
COc1ccc(C(=O)NC(=S)N2C[C@H]3C[C@H](C2)c2cccc(=O)n2C3)cc1,0.3,0.5,-1.2,0.9,0.4,0.1,4,-0.7,6,-1,0
CN1CCc2cc3c(cc2C1)OCO3,1.2,0.1,-0.5,3.8,3.9,1.3,15,-4.4,-18,6,0
COC(=O)C1=C(c2cccc(OC)c2OC)C[C@@H]2CC[C@H]1N2C(=O)NC1CC1,-1.6,-1.2,-1.2,-0.4,-0.7,0.2,6,0.8,-1,-1,0
CCCc1cc(=O)oc2cc(OCC(=O)N3C[C@H]4C[C@@H](C3)c3cccc(=O)n3C4)ccc12,-2.5,0.4,-0.8,1.0,1.3,-2.4,0,-0.4,1,-11,1
Cc1noc(C)c1COc1ccc(C(=O)NCC2(N(C)C)CCCCC2)cc1,2.9,-0.9,-1.2,2.6,-1.1,-0.1,6,0.6,1,2,-2
CCN1CCN(Cc2cc(C(C)(C)C)c(O)c(C(C)(C)C)c2)CC1,/,-1.9,-0.7,/,-1.8,-0.2,1,0.5,0,-1,-3
CNC(=O)c1cccn(Cc2cc(C(F)(F)F)cc(C(F)(F)F)c2)c1=O,-1.0,-3.7,-1.9,-1.1,-6.3,-1.6,-1,0.7,-2,0,-5
COc1cc(C=C2C(=O)NC(=O)NC2=O)ccc1OS(=O)(=O)c1ccccc1[N+](=O)[O-],6.1,0.2,-0.6,0.0,1.5,0.3,5,1.5,-8,4,-4
CCc1ccc(C2=NN(CCC(=O)N3CCC4(CC3)OCCO4)C(=O)CC2)cc1,1.4,-1.0,-1.6,-1.1,-1.1,-0.4,-3,3.4,-3,14,-2
CCCCn1c(NC(=O)c2ccco2)c(C(=O)OCC)c2nc3ccccc3nc21,-3.3,-1.1,-0.5,-0.7,-5.8,-1.9,7,-0.6,-379,0,0
CCN(CC)c1ccc(N=Cc2c(O)n(Cc3ccccc3)c(=O)[nH]c2=O)cc1,-1.0&1.7,-1.4&1.9,-0.6&-0.3,-0.4&-0.8,-0.9&-0.9,0.6&0.1,2&-4,-1.3&-3.5,-5&-4,1&-2,-5&-4
O=c1[nH]c2ccccc2n1C1CCN(C(c2cccs2)c2nnnn2Cc2ccccc2)CC1 (configuration not stated),/,-4.7,-1.8,/,-11,-4.7,-21,-0.6,3,1,-7
COc1ccc(C(C)=O)cc1CC(C(=O)c1ccc(C)c(C)c1)N(C)C (configuration not stated),-1.9,-1.9,-0.6,-1.7,-3.5,-0.3,3,-0.5,1,0,-2
CCOc1cc(CNCCc2ccccc2F)ccc1OC,-0.2,-1.3,-1.2,1.3,0.9,-0.2,-6,-2.5,-5,1,2
COC(=O)C1=C(c2cccc(OCc3ccccc3)c2)C[C@@H]2CC[C@H]1N2C(=O)NCCCOC(C)C,-2.9,-3.5,-1.9,-1.9,-3.0,-1.2,-17,-0.6,3,0,-2
Cc1ccc(-c2nc3ccccc3c(=O)n2-c2ncccc2C)cc1,-2.1,-1.7,-0.5,-0.4,1.4,-0.8,4,-0.2,2,-5,-3
Cn1c(N)c(C(=O)COC(=O)Cc2ccccc2)c(=O)n(C)c1=O,-1.6,1.2,-1.4,-1.0,0.2,0.1,0,-1.8,7,2,-1
COc1ccc(/C=C/C=C2C(=O)NC(=S)NC2=O)cc1,0.3,-0.6,-0.8,0.3,2.5,0.7,-3,-0.9,-41,-4,1
O=C(/C=C/c1c[nH]c2ccccc12)c1c(O)n(CCc2ccccc2)c(=O)[nH]c1=O,-1.7,4.0,0.8,/,2.6,0.1,-5,-0.4,-9,39*,-3
Brc1ccc(Oc2cc(Br)c(Br)cc2Br)c(Br)c1,0.3,-0.5,-0.8,0.7,3.9,2.3,-2,0.8,1,0,-1
CCCCN1C(=O)NC(=O)C2(Cc3ccccc3N3CCOCC32)C1=O (configuration not stated),-1.0,0.6,-1.0,-0.7,1.4,-0.5,7,0.8,0,-1,-2
COc1ccc(NC(=O)CN(C)C(=O)CSC(c2ccccc2)c2ccccc2)cc1,-3.6,-1.5,-0.9,-0.2,-3.1,-0.4,-35,-0.8,-1,3,-4

# Grouped by structure, the entries above with sulfur.
SMILES,FXN GAA850 act,hcDAF12 agonist,ssDAF-12 act,DAX1 inh-1,hgDAF12 agonist,DAX1 inh-2,HGIII-sPLA2 inh,PG9 binder,PLC-beta3 inh,Rev-erbA mod,SMARCA2 act
COc1ccc(C(=O)NC(=S)N2C[C@H]3C[C@H](C2)c2cccc(=O)n2C3)cc1,0.3,0.5,-1.2,0.9,0.4,0.1,4,-0.7,6,-1,0
COc1cc(C=C2C(=O)NC(=O)NC2=O)ccc1OS(=O)(=O)c1ccccc1[N+](=O)[O-],6.1,0.2,-0.6,0.0,1.5,0.3,5,1.5,-8,4,-4
O=c1[nH]c2ccccc2n1C1CCN(C(c2cccs2)c2nnnn2Cc2ccccc2)CC1 (configuration not stated),/,-4.7,-1.8,/,-11,-4.7,-21,-0.6,3,1,-7
COc1ccc(/C=C/C=C2C(=O)NC(=S)NC2=O)cc1,0.3,-0.6,-0.8,0.3,2.5,0.7,-3,-0.9,-41,-4,1
COc1ccc(NC(=O)CN(C)C(=O)CSC(c2ccccc2)c2ccccc2)cc1,-3.6,-1.5,-0.9,-0.2,-3.1,-0.4,-35,-0.8,-1,3,-4

# Next compounds:
SMILES,FXN GAA850 act,hcDAF12 agonist,ssDAF-12 act,DAX1 inh-1,hgDAF12 agonist,DAX1 inh-2,HGIII-sPLA2 inh,PG9 binder,PLC-beta3 inh,Rev-erbA mod,SMARCA2 act
Cc1cc(C(=O)CS(=O)(=O)c2ccccc2)cc(C)c1OC(=O)N(C)C,3.4,3.8,-0.1,3.3,14*,4.0*,-20,-2.5,2,1,13*
O=C(COc1ccc(S(=O)(=O)N2CCOCC2)cc1)N1CCN(Cc2ccc3c(c2)OCO3)CC1,0.9,-1.4,-2.1,-0.1,-3.6,-1.7,1,0.5,1,1,-6
CCC(CO)(C(=O)OC1CC2CCC(C1)N2C)c1ccccc1 (configuration not stated),2.3,-0.6,-1.1,1.9,-3.2,-0.1,3,0.3,-2,-5,2
C[C@@H]1CN([C@H](C)CO)C(=O)CCCn2nncc2CO[C@H]1CN(C)C(=O)Oc1ccccc1,-1.7,-0.9,-1.1,-0.2,0.3,-0.5,2,0.4,7,-2,5
CC(C)(C)C(=O)C(Oc1ccc(Cl)cc1)n1cncn1 (configuration not stated),1.6,-0.8,-1.2,-0.9,-1.7,-0.6,2,-0.5,3,-6,-1
CNC(C(=O)c1ccccc1)C(OC(C)=O)c1cccc([N+](=O)[O-])c1 (configuration not stated),0.3,-0.6,-1.6,0.7,-1.6,-0.3,-29,-3.5,2,-6,0
CC(C)NS(=O)(=O)c1ccc(OCC(=O)N2CCN(Cc3ccccc3)CC2)cc1,-1.1,-1.8,-1.3,0.5,-1.8,-0.3,-11,-0.3,4,-1,-4
Cc1cccc(NP2(=O)NCCCN2)c1,1.4,-1.6,-1.4,2.2,-3.0,-0.8,5,0.9,-2,-1,-3
OC(CCNCCc1c[nH]c2ccccc12)C(F)(F)F (configuration not stated),0.1,1.8,0.1,0.4,0.2,-0.3,-8,-0.5,-6,-1,1
CCOP(=S)(OCC)Oc1ccc2c(C)c(Cl)c(=O)oc2c1,1.3,-1.5,-1.5,/,2.3,0.1,-9,0.9,-36,0,-1
Cc1ccc(OCC(=O)N2CCCC(N3CCN(c4ccc(F)cc4)CC3)C2)cc1 (configuration not stated),-1.6,-1.1,-1.7,-0.2,2.4,-0.6,-1,-0.8,-9,3,-2
COc1cccc(CNC2CN3CCC2CC3)c1OC (configuration not stated),-1.1,1.4,-0.5,0.2,0.0,0.2,8,-0.4,3,-2,0
CCCC(=O)C1C(=O)NC(=O)NC1=O,-1.3,-1.5,-0.7,-1.0,-0.1,0.5,-1,-1.2,-1,3,0
Nc1c(C(=O)NC2CCCC2)c2nc3ccccc3nc2n1CC1CCCO1 (configuration not stated),0.4,-2.2,-1.7,-0.7,-5.7,-1.6,-13,1.1,i,-6,-7
COc1ccccc1C1C([N+](=O)[O-])=C(N)Oc2c1c(=O)oc1ccccc21 (configuration not stated),0.1,-0.9,-0.7,2.3,-0.6,0.5,9,0.0,-9,7,0
CCC(=NC1CCN(Cc2ccccc2)CC1)c1c(O)[nH]c(=O)[nH]c1=O,5.1,-1.4,-1.7,-0.5,-1.8,1.5,3,-0.8,1,-5,0
O=C(Nc1ccc(OC(=O)N2CCCCC2)cc1)N1CCOCC1,-15,-8.5,-4.2,-6.2,-15,-2.3,5,-2.5,-4,-3,-11
CC12CC1(C)C(=O)N(c1cc(Cl)cc(Cl)c1)C2=O (configuration not stated),0.7,0.8,-1.8,0.0,-0.7,1.3,-3,-1.0,-6,-4,1
CCOC(=O)CNC(=S)N1CC2C[C@@H](C1)Cn1c2cccc1=O,0.1,-0.6,-0.9,-0.1,-1.0,-0.4,-2,-0.9,-1,-3,0

# Screening data deposited in PubChem BioAssay by several laboratories.
